USP1 inh = USP1/UAF1 (human) deubiquitinase inhibition; O94782; recombinant USP1/UAF1, Ub-Rhodamine cleavage fluorescence; Potency, µM (highest dose often 57.1 µM), for the others: at the top dose activity change, negative = inhibition, hits mostly inhibitors; actives 0.23% (n = 390,000); further: potency means the concentration at half of the fitted maximal effect; on the % scale 0 is the no-effect control and ±100 the full control effect; nearly all actives have a fitted effect of over 60% in size; inactives centre near -12
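USP1/UAF1 complex at 1 nM was preincubated with compound for 15 min at room temperature, then Ub-Rho substrate (150nM final) was added. Fluorescence (480/540 nm) was read kinetically, 6 reads every 60 seconds.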
Vif-A3F inh = Vif-A3F binding inhibition. HeLa A3F-eYFP + Vif (tagged APOBEC3F with the HIV-1 protein that degrades it), YFP fluorescence increase. Potency, µM (highest dose often 46.1 µM), inactives show at the top dose activity, negative = active. actives 0.2% (n = 390,000). AID 602313; further: potency means the concentration at half of the fitted maximal effect; % of control where 0% means no effect; nearly all actives have a fitted effect of over 65% in size
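HeLa cells stably expressing A3F-eYFP plus Vif, plated and incubated overnight at 37 deg C, then exposed to compounds overnight at 37 deg C. Blocked degradation read as raised yellow fluorescence (Ex 488/Em 500-530).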
Vif-APOBEC3G blk = Vif-A3G binding inhibition | Potency, µM (highest dose often 46.1 µM), for the others: at the top dose activity, negative = active, usual class: inhibitors | HeLa A3G-eYFP + Vif (tagged APOBEC3G with the HIV-1 protein that degrades it), YFP fluorescence, overnight | Q9HC16 | actives 0.076% (n = 410,000);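 further: potency means the concentration at half of the fitted maximal effect; on the % scale 0 is the no-effect control and ±100 the full control effect; nearly all actives have a fitted effect of over 60% in size; hits raise eYFP signal because A3G escapes Vif-driven loss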
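Read-out is eYFP fluorescence (Ex 488/Em 500-530) from Vif-expressing HeLa A3G-eYFP cells; more signal means A3G escaped Vif-mediated degradation. Cells plated overnight, compound pinned in, incubated overnight at 37 deg C.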
mIDH1 inhibitor = human IDH1 R132H inhibition; O75874; IDH1-R132H enzyme, NADPH consumption, diaphorase/resazurin fluorescence; Potency, µM (doses to about 76.6 µM), without a hit: top-dose activity change, negative = inhibition, actives largely listed as inhibitors; actives 0.093% (n = 390,000); AID 602179; further: potency means the concentration at half of the fitted maximal effect; on the % scale 0 is the no-effect control and ±100 the full control effect; nearly all actives have a fitted effect of over 65% in size
Target sequence (O75874 whole entry R132H, stated change not applied): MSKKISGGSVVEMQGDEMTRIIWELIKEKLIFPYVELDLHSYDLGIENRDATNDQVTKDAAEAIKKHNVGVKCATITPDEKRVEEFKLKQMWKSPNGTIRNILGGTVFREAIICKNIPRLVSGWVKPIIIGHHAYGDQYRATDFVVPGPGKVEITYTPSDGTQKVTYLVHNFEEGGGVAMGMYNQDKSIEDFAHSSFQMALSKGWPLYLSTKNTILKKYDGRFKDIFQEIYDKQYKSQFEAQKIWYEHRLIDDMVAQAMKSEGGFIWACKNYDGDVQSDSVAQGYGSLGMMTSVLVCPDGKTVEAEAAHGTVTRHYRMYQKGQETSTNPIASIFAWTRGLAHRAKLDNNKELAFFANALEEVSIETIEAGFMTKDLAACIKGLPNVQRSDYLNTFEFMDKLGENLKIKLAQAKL
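IDH1-R132H (0.5 ug/mL dispensed) in pH 7.5 Tris buffer was preincubated 30 min with compound, then given a substrate mix of 0.016 mM NADPH and 2 mM alpha-KG for 80 min at room temperature; remaining NADPH was read by diaphorase/resazurin fluorescence.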
RXFP1 ag = activates the human relaxin receptor RXFP1. actives 0.3% (n = 370,000). HEK293T-RXFP1 cAMP TR-FRET, 30 min; response scale: percent of porcine relaxin response, buffer zero. Q9HBX9. Potency, µM (series often up to 57.5 µM), for inactives: at the top dose activation, most hits filed as activators; further: potency means the concentration at half of the fitted maximal effect; on the % scale 0 is the no-effect control and ±100 the full control effect; nearly all actives have a fitted effect of over 60% in size; many of its hits are not listed in these tables
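HEK293T cells stably expressing RXFP1 were pretreated with the PDE4 inhibitor Ro 20174, exposed to compounds for 30 min at 37C, lysed, and cAMP was read by TR-FRET. Data normalized to buffer (basal) and 29 nM porcine relaxin (100%).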
PI4K2A block = blocks human PI4K2A kinase activity; Q9BTU6; purified PI4K2A, ADP-Glo luminescence, 1 h; stronger effect = lower value; activity change, negative = inhibition, % at 76.9 µM; actives 0.13% (n = 420,000); AID 1346378; in the data active means activity change below about -50%; inconclusive means mostly about -30% to -49%;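 further: -100% = wells without enzyme as full effect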
Target sequence (Q9BTU6 whole entry, looked up): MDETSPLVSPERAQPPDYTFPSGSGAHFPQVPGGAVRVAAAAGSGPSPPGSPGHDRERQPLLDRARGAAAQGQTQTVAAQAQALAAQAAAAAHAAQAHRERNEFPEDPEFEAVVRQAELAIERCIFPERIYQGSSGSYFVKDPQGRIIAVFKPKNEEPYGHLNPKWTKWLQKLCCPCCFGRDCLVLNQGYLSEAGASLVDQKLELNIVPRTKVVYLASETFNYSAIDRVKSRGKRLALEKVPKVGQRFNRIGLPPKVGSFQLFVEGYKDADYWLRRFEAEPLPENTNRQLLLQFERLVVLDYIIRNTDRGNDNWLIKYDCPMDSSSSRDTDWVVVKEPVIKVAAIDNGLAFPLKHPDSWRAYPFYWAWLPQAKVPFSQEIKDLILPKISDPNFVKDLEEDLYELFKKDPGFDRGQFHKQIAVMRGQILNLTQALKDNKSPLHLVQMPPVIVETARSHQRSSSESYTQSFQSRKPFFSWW
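ADP-Glo luminescence measured ADP generated by PI4K2A enzyme (4 ug/mL before mixing) with 1.2 mM PI substrate (pre-mix) and 300 microM ATP (pre-mix). Tris pH7.5 buffer with MgCl2, Triton X-100; 1 h reaction at ambient temperature.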
TrxR1 substrate = is turned over as a substrate by rat TrxR1. O89049. purified TrxR1 substrate turnover, NADPH consumption readout. Potency, µM (highest dose often 114 µM), inactives show top-dose activity change, negative = substrate turnover. AID 588456. actives 0.01% (n = 390,000); further: potency means the concentration at half of the fitted maximal effect; on the % scale 0 is the no-effect control and ±100 the full control effect; nearly all actives have a fitted effect of over 50% in size
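Rat TrxR1, dispensed at 90 nM, was prereduced with 400 uM NADPH (final) for 5 min at ~22 deg C, then incubated with compound 15 min before 400 uM selenite. A first-read NADPH fluorescence drop versus no-compound background flagged substrates.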
LDHA block = LDHA (human) enzyme inhibition; activity change, % (values are at about 110 or 230 µM); purified LDHA, NADH/diaphorase-resazurin fluorescence; stronger effect = lower value; AID 1347041; actives 0.15% (n = 480,000); in the data active means activity change below about -30%; inconclusive means mostly about -25% to -30%;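 further: plate controls were DMSO wells for no effect and wells without enzyme for full effect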
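Enzyme activity of human lactate dehydrogenase 5 (2 nM; 0.06 mM NADH, 0.2 mM pyruvate, 5 min, RT) is measured via a resazurin/diaphorase fluorescence readout of residual NADH.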
GRP78 ERSR act = induces the endoplasmic reticulum stress response in human glioma cells; U87-MG GRP78 promoter luciferase reporter, 16 h; Potency, µM, without a hit: at the highest dose activation, usual class: activators; actives 0.02% (n = 420,000); further: potency means the concentration at half of the fitted maximal effect; series mostly up to about 76 µM; % of control where 0% means no effect; nearly all actives have a fitted effect of over 35% in size
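ERSR induction read as luciferase luminescence (Bright-Glo, 10 min at room temperature) in stably transfected human U87-MG glioma cells exposed to compounds for 16 h, using GRP78 as sensor.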
* = called active by the depositor; ? = inconclusive; nt = not tested or not shown; & = joins results of further samples; [ ] = remark or other dose. Unless noted, the call rests on the fitted dose curve; in most records, active means well fitted curve in the direction sought with a large enough effect; inconclusive means small, poorly fitted or top-dose-only effect, or another doubt; inactive means no such curve, though single readings can be large; an effect the other way counts as inactive or inconclusive. The list is partial. The share of hits here may be higher or lower than overall.

1) CSc1nn(Cc2ccc(C)cc2)c(N)c1S(=O)(=O)c1ccccc1
2) c1ccc(OCCN2CCN(Cc3nc(-c4ccc5c(c4)OCO5)no3)CC2)cc1
3) Cn1c(=O)c2c(nc(Oc3ccccc3Br)n2C)n(C)c1=O
4) O=C(Nc1ccc(O)c(-c2nc3ccccc3s2)c1)C1=COCCO1
5) CSc1ccccc1C(=O)Nc1ccc(C)c(C)c1
6) CC(Cc1ccccc1)NC(=S)CN1CCCC1=S (configuration not stated)
7) O=C1CSC(=S)N1N=C1CCCCCC1
8) COc1cccc(CNc2nc3nc(C)c(Cl)c(=O)n3[nH]2)c1

screen / no.	1	2	3	4	5	6	7	8
USP1 inh	-23%	0%	-26%	-15%	2%	-12%	-10%	-13%
Vif-A3F inh	5%	-5%	-4%	-12%	-11%	?	0%	3%
Vif-APOBEC3G blk	2%	2%	-2%	-1%	1%	-1%	2%	-3%
mIDH1 inhibitor	32µM*	-6%	12%	-3%	16%	2%	6%	18%
RXFP1 ag	0.9%	0.6%	4.9%	2.8%	0.0%	-1.1%	-1.2%	-1.3%
PI4K2A block	-2	-1	3	6	-4	3	-9	4
TrxR1 substrate	-9%	-5%	0%	-3%	4%	7%[57.1 µM]	-1%	5%
LDHA block	-9	-6	-6	-4	-4	-5	3	-2
GRP78 ERSR act	-2%	-1%	11%	0%	6%	-4%	-7%	-5%

9) Cc1ccccc1C(=O)NC(NCc1ccco1)C(Cl)(Cl)Cl (configuration not stated)
10) NC(=O)COc1ccc(/C=N\NC(=O)CC(=O)NCCc2ccccc2)cc1
11) Cc1onc(-c2c(Cl)cccc2Cl)c1C(=O)N=C(N)N1CCOCC1
12) Cc1cc(C(=O)COC(=O)c2ccc(NC(=O)CC#N)cc2)c(C)n1C1CC1
13) CCOc1ccc(NS(=O)(=O)c2ccc3c4c(cccc24)C(=O)N3)cc1
14) CN(CC(=O)N1CCCCC1)S(=O)(=O)c1cccc2cccnc12
15) Cc1ccc(-c2csc(NC(=O)c3ccc(S(=O)(=O)N4CCc5ccccc54)cc3)n2)cc1
16) COc1cc(NC(=O)c2cccc(COCC(F)(F)C(F)F)c2)cc(OC)c1OC

screen / no.	9	10	11	12	13	14	15	16
USP1 inh	5%	-7%	-17%	-18%	-15%	-22%	-21%	?
Vif-A3F inh	-3%	2%	12%	-4%	1%	-7%	4%	?
Vif-APOBEC3G blk	1%	2%	-1%	-6%	0%	1%	7%	-6%
mIDH1 inhibitor	13%	1%	-2%	-6%	4%	6%	-3%	5%
RXFP1 ag	1.7%	-2.8%	1.5%	2.6%	0.0%	0.6%	-1.1%	0.0%
PI4K2A block	7	7	0	-12	-4	1	-2	-10
TrxR1 substrate	-6%	9%[57.1 µM]	0%	1%	-2%	1%	0%	-1%
LDHA block	-7	-10	1	-6	-5	-2	-12	6
GRP78 ERSR act	4%	1%	6%	-2%	-4%	-1%	-2%	-4%

17) CCOc1ccc(=O)n(-c2ccccc2)n1
18) O=C(N/N=C/c1cc2ccccc2nc1Cl)[C@H]1C[C@@H]1c1ccccc1
19) Cc1cc(S(=O)(=O)NCCc2ccccc2)c(C)s1
20) COc1ccc(C(=O)OC2CCN(C)CC2)cc1
21) CCOC(=O)CC1(c2ccccc2)CCOC(C)(C)C1 (configuration not stated)
22) CCC(C)c1ccc(NC(=O)c2[nH]c(C)c(C(C)=O)c2C)cc1 (configuration not stated)
23) COc1ccccc1NC(=O)CSc1nc2c(oc3ccccc32)c(=O)n1Cc1ccco1
24) CCCCOc1ccccc1Cn1c(=O)oc2ccc(C)cc21

screen / no.	17	18	19	20	21	22	23	24
USP1 inh	-29%	-25%	1%	-17%	0%	?	-11%	-18%
Vif-A3F inh	-1%	1%	-4%	8%	3%	0%	0%	-4%
Vif-APOBEC3G blk	0%	-3%	2%	-5%	3%	8%	-1%	-1%
mIDH1 inhibitor	1%	-1%	14%	0%	-3%	0%	7%	-1%
RXFP1 ag	-1.4%	0.2%	0.3%	-0.4%	0.5%	1.6%	-0.9%	1.1%
PI4K2A block	-15	1	6	-5	2	1	0	1
TrxR1 substrate	13%[57.1 µM]	-5%	1%	10%[57.1 µM]	10%[57.1 µM]	6%	-9%	-7%
LDHA block	-7	-4	-4	0&-2	3	3	-4	2
GRP78 ERSR act	-6%	-4%	5%	1%	0%	-3%	4%	-3%

25) COC(=O)c1ccc(Nc2nc3ccc(C)cc3n3cnnc23)cc1
26) CCOc1ccc(-c2nonc2NC(=O)c2oc3c(C)c(C)ccc3c2C)cc1OCC
27) CCc1cccc(NC(=O)COC(=O)c2cn(CC)c3nc(C)ccc3c2=O)c1
28) COc1ccc(C(=O)NCCc2c[nH]c3ccc(OC)cc23)cc1
29) Cc1cc2c(cc1S(=O)(=O)N1CCN(c3ccccc3F)CC1)OCC(=O)N2
30) CN(C)S(=O)(=O)c1ccc(NC(=O)COc2ncnc3sccc23)cc1
31) COc1ccccc1NC(=O)COC(=O)c1cc2c(s1)CCC2
32) C[C@H]1Cn2cnc(C(=O)N[C@H](C)c3ccccc3)c2C(=O)N1

screen / no.	25	26	27	28	29	30	31	32
USP1 inh	-7%	-4%	-25%	-12%	-14%	-15%	-9%	-15%
Vif-A3F inh	-11%	-9%	2%	-3%	-3%	7%	-7%	2%
Vif-APOBEC3G blk	1%	-3%	-4%	2%	2%	0%	-1%	1%
mIDH1 inhibitor	-8%	-13%	4%	3%	5%	3%	-10%	14%
RXFP1 ag	3.7%	0.0%	2.8%	2.0%	0.0%	-3.1%	0.3%	nt
PI4K2A block	-4	2	5	-3	0	4	-4	2
TrxR1 substrate	2%	5%	2%	8%[57.1 µM]	-9%	3%[57.1 µM]	10%	nt
LDHA block	-4	-2	7	-6	-2	-7	-5	1
GRP78 ERSR act	-6%	-4%	-5%	-1%	-3%	-2%	0%	-2%

33) CCOc1ccc(NC(=O)Cn2nnc(-c3nc(-c4ccncc4)no3)c2N)cc1
34) O=C(O)/C=C/c1cn(Cc2ccccc2)nc1-c1ccc(Cl)cc1
35) CCc1cc(-c2n[nH]c(=S)n2N)n(C)n1
36) O=C(Nc1cccc(NC(=O)c2cccs2)c1)c1ccc(F)cc1
37) O=C(Nc1cc(C(F)(F)F)ccc1Cl)c1cnn(-c2ccccc2)c1-n1cccc1
38) O=C(COC(=O)C1=Cc2ccccc2OC1)NC1CCCC1
39) Cc1ccc(NC(=O)/C(=C/c2cccc([N+](=O)[O-])c2)NC(=O)C2CCCCC2)cc1
40) CSCCC(NC(=O)c1cccc(S(=O)(=O)N2CCOCC2)c1)C(=O)Nc1cccc(C)c1 (configuration not stated)
41) COc1ccc(NS(=O)(=O)NC(=O)c2c(C)n(C)c3ccccc23)cc1

screen / no.	33	34	35	36	37	38	39	40	41
USP1 inh	-18%	-17%	-22%	-15%	-6%	-11%	-17%	-4%	-7%
Vif-A3F inh	nt	6%	-5%	-8%	-6%	2%	1%	0%	-20%
Vif-APOBEC3G blk	nt	0%	-2%	4%	7%	2%	0%	-3%	-3%
mIDH1 inhibitor	nt	2%	9%	0%	17%	0%	6%	2%	-9%
RXFP1 ag	0.8%	4.4%	0.8%	0.0%	1.6%	0.2%	1.2%	0.7%	-1.0%
PI4K2A block	4	-3	6	1	3	2	3	5	-4
TrxR1 substrate	-8%	-4%[57.1 µM]	5%	-3%	-8%	1%	3%[57.1 µM]	-4%	-15%
LDHA block	-3	-3	-2	-3	-1	1	-3	3	6
GRP78 ERSR act	nt	8%	-3%	4%	-3%	1%	-2%	-3%	2%

Compounds shown so far that contain two or more sulfur atoms, in the order listed:
1) CSc1nn(Cc2ccc(C)cc2)c(N)c1S(=O)(=O)c1ccccc1
6) CC(Cc1ccccc1)NC(=S)CN1CCCC1=S (configuration not stated)
7) O=C1CSC(=S)N1N=C1CCCCCC1
15) Cc1ccc(-c2csc(NC(=O)c3ccc(S(=O)(=O)N4CCc5ccccc54)cc3)n2)cc1
19) Cc1cc(S(=O)(=O)NCCc2ccccc2)c(C)s1
30) CN(C)S(=O)(=O)c1ccc(NC(=O)COc2ncnc3sccc23)cc1
40) CSCCC(NC(=O)c1cccc(S(=O)(=O)N2CCOCC2)c1)C(=O)Nc1cccc(C)c1 (configuration not stated)

screen / no.	1	6	7	15	19	30	40
USP1 inh	-23%	-12%	-10%	-21%	1%	-15%	-4%
Vif-A3F inh	5%	?	0%	4%	-4%	7%	0%
Vif-APOBEC3G blk	2%	-1%	2%	7%	2%	0%	-3%
mIDH1 inhibitor	32µM*	2%	6%	-3%	14%	3%	2%
RXFP1 ag	0.9%	-1.1%	-1.2%	-1.1%	0.3%	-3.1%	0.7%
PI4K2A block	-2	3	-9	-2	6	4	5
TrxR1 substrate	-9%	7%[57.1 µM]	-1%	0%	1%	3%[57.1 µM]	-4%
LDHA block	-9	-5	3	-12	-4	-7	3
GRP78 ERSR act	-2%	-4%	-7%	-2%	5%	-2%	-3%

Bioassay records deposited in PubChem BioAssay by National Center for Advancing Translational Sciences (NCATS).
